# OPRM1-OPRD1 ag = agonists of OPRM1-OPRD1 heterodimerization, primary screen, cell-based, luminescence; AID 504326, 2011; activation, % at 9.3 µM; 340,000 tested, 0.3% active; Mu-type opioid receptor (Homo sapiens) + Delta-type opioid receptor (Homo sapiens), …; cells; in the data active = activation above about 18%;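 also: 0% = vehicle-treated cells and 100% = reference agonist; values of inactives mirror those of a sister screen read the other way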
# Target sequence (P35372 whole entry, looked up): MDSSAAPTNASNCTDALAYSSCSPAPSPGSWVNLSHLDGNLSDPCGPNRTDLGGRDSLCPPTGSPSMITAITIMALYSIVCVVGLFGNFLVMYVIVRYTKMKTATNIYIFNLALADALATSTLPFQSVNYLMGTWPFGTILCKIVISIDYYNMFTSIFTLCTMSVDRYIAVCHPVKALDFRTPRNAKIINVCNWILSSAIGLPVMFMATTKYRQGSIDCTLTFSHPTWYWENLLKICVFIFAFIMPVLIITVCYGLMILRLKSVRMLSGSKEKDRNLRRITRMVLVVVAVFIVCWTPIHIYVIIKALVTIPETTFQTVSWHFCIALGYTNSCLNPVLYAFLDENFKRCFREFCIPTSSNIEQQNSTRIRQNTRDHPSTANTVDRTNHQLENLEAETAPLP
# Target sequence (P41143 whole entry, looked up): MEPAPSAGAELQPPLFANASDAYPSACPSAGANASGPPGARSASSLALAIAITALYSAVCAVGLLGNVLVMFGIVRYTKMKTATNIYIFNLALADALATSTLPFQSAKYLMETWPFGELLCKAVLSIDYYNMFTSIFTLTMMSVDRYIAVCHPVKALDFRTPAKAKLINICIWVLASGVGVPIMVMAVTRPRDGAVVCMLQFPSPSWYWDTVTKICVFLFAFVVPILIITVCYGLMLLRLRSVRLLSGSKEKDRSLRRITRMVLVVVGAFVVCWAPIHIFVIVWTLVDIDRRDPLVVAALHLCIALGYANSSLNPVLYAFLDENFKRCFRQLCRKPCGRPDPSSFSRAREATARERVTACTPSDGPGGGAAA
# OPRM1-OPRD1 inv = inverse agonists of MOR-DOR heterodimerization, primary screen, cell-based, luminescence | cell-based MOR-DOR heterodimer luminescence, inverse agonism | 340,000 tested, 0.21% active | AID 504357, 2011 | inhibition, % at 9.3 µM; in the data active = inhibition above about 22%, passing the limit was not always enough;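 also: 0% = cells with DMSO and 100% = wells without cells with DMSO; values of inactives mirror those of a sister screen read the other way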
# PfHsp90 yeast 2 = growth inhibition of PfHsp90-expressing yeast, primary screen, antimalarial PfHsp90 inhibitor project, S. cerevisiae, BacTiter-Glo luminescence, single point, set 2; BacTiter-Glo ATP, 48 h; yeast lacking PDR1 and PDR3 efflux regulators; 310,000 tested, 0.32% active; inhibition, % at 9.4 µM; AID 504621, 2011;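 active = every replicate shows inhibition above about 80%, whatever the replicate mean, limit read from the data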;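 also: 0% = DMSO neutral controls and 100% = 20 µM radicicol positive controls; yeast relying on Plasmodium falciparum Hsp90 in place of its own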
# Mot1-301 SUMO = yeast Mot1-301 growth rescue at high temperature, primary screen, SUMOylation pathway inhibitor project, S. cerevisiae, ATP luminescence, 38.5C | S. cerevisiae Mot1-301 growth rescue; percent above DMSO median, 100 means doubled | growth rescue, % at 18.8 µM | 320,000 tested, 1% active;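 active = every valid replicate shows activation above 250% relative to neutral control wells; inactive = the rest, any valid replicate at or below 250%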;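 also: OY570 slx delta 5 strain wells were the positive control but not used for scaling; some compounds called inactive have numbers as strong as hits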
# Ecoli viability = E. coli V3065 growth inhibition, primary screen, counter-screen for AddAB inhibitor project, absorbance, OD600; inhibition, % at 11.9 µM; 330,000 tested, 0.27% active; 18 h;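 active = inhibition above the campaign's mean inhibition across all tested compounds plus 3 SD, cut at about 9.9% in these data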;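 also: uninfected addAB+ strain grown without phage in ampicillin broth; 0% = DMSO wells and 100% = ciprofloxacin 0.95 µg/ml wells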
# PKA-R2B act = activators of PKA-R2B holoenzyme, primary screen, biochemical, fluorescence polarization, Cy5-IP20, human | cAMP-dependent protein kinase catalytic subunit beta (Homo sapiens) + cAMP-dependent … | PKA-R2B holoenzyme dissociation; R2B truncated from residue 108, S112A mutant; 0% DMSO only, 100% 113 µM cGMP | activation, % at 11.4 µM | 340,000 tested, 0.079% active;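 active = activation above a cutoff set at the mean over all compounds plus 3 SD, cut at about 18% in these data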;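 also: higher means more holoenzyme dissociation and a rise in polarization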
# phage Ecoli inh = growth loss of phage-infected E. coli, primary screen, RecBCD inhibitor project, absorbance, with phage, HTS. 360,000 tested, 0.26% active. inhibition, % at 11.9 µM; in the data active = inhibition above about 11%
# Tat transport = E. coli Tat export inhibitors, primary screen, MC4100, TorA-mCherry reporter, fluorescence, single point; inhibition, % at 10 µM; 340,000 tested, 0.036% active;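 active = mean replicate inhibition at least 50% and at least half of replicates individually reaching 50%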;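 also: exported cargo escapes ClpAP degradation while cytoplasmic cargo is degraded and loses fluorescence; 0% = median of neutral control wells and 100% = median of NaSCN control wells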
# PKA-R1A act = activators of PKA-R1A holoenzyme, primary screen, biochemical, fluorescence polarization, Cy5-IP20, bovine R1A, mouse PKAc | activation, % at 11.4 µM | cAMP-dependent protein kinase type I-alpha regulatory subunit (Bos taurus) + … | PKA-R1A dissociation; scaled: DMSO 0%, 113 µM cGMP 100% | 340,000 tested, 0.083% active | AID 504707, 2011;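 active = percent activation above the mean of all tested compounds plus 3 SD, cut at about 19% in these data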;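 also: higher means more PKAc released from R1A so a rise in polarization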
# AddAB inh = growth inhibition of E. coli expressing H. pylori AddAB, primary screen, AddAB inhibitor project, absorbance; inhibition, % at 11.9 µM; 330,000 tested, 0.29% active; AID 435030, 2010; in the data active = inhibition above about 12%;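 also: 0% = vehicle wells of infected cells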
# HTR5A inv ag = HTR5A inverse agonists in luminescence cell assay, primary screen, counter-screen for OPRM1-OPRD1 heterodimer inverse agonist project, full-deck HTS | inhibition, % at 9.3 µM | HTR5A cell line, inverse agonism | 5-hydroxytryptamine receptor 5A (Homo sapiens), P47898 | 340,000 tested, 0.083% active; in the data active = inhibition mostly above about 23%, no sharp cut-off; inactive = mostly below about 18%;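 also: 0% = cells with DMSO and 100% = no-cell wells with DMSO; some compounds called inactive have numbers as strong as hits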
# An asterisk follows results filed as active; / = not tested or not shown.
SMILES,OPRM1-OPRD1 ag,OPRM1-OPRD1 inv,PfHsp90 yeast 2,Mot1-301 SUMO,Ecoli viability,PKA-R2B act,phage Ecoli inh,Tat transport,PKA-R1A act,AddAB inh,HTR5A inv ag
O=C(CSc1n[nH]c(=O)[nH]c1=O)Nc1ccc(SC(F)F)cc1,-1.9,10,3,-2,1.2,-6,3.7,-8,6,-0.8,-5
Cc1cc(C)nc(SCc2nnc(SCc3ccccc3Cl)o2)n1,2.0,-13,5,10,-0.3,0,-0.3,1,6,-0.6,-27
CCCCOP(=O)(c1ccc(N(C)C)cc1)C(O)c1ccccc1F (stereo unspecified),-0.9,5,-33,13,-0.1,5,0.8,-11,-1,2.3,-4
COc1ccccc1N1CCN(C(=O)c2ccc(NS(=O)(=O)c3ccc(C)cc3)cc2)CC1,-0.3,1,6,563,0.3,6,2.6,-3,-13,0.9,3
O=C(c1cnn(C(=O)c2ccco2)c1)c1cc(Cl)cc(Cl)c1O,-0.9,4,-12,0,2.3,2,3.5,12,-1,0.0,-19
O=C(CSc1nc2ccccc2[nH]1)Nc1cc(C(F)(F)F)ccc1N1CCOCC1,-0.3,1,12,-13,0.9,-9,1.1,12,-9,5.5,18
Cc1cc(C(=O)OCC(=O)N2c3ccccc3NC(=O)C2(C)C)c(C)n1-c1ccccc1,0.4,-3,-5,0,-0.4,-13,3.9,14,3,1.9,4
O=C(c1ccccc1)c1sc(N2CCOCC2)nc1-c1ccccc1,-0.9,6,36,24,-0.9,-12,1.0,2,-10,-0.9,-9
COC(=O)c1c(O)cc(C(C)(C)C)n(-c2ccc(F)cc2)c1=O,0.9,-5,11,-16,1.2,-3,2.8,10,-2,4.3,-25
CC(=O)Nc1ccc(S(=O)(=O)N2CCN(S(=O)(=O)N3CCC(C)CC3)CC2)cc1,1.7,-14,-50,0,0.4,8,4.0,2,6,2.5,-11
COc1ccc2c(c1)c(-c1csc(N)n1)c(C)n2C,-0.4,2,2,-10,-0.8,-4,2.2,-1,0,-2.6,-2
CCN(CC)c1ccc(S(=O)(=O)N2CCOCC2)cc1NC(=O)COC(=O)/C=C/c1ccccc1,4.0,-15,-2,/,/,-2,0.9,3,7,/,-9
CCOC(=O)C1CCCN(CCC(=O)Nc2cc(C)ccc2C)C1 (stereo unspecified),-1.9,13,-13,1,0.8,-4,2.9,2,-8,3.5,-5
Cc1cccc(C)c1NC(=O)COc1ccc2c(C)c(Cc3ccccc3)c(=O)oc2c1C,-0.3,2,3,-5,-1.1,6,4.4,-1,-3,0.0,-4
COc1cccc(NC(=O)N2CCCC2C(=O)Nc2cc(C)ccc2OC)c1 (stereo unspecified),-2.0,11,-1,-6,-0.9,-4,-0.9,-8,6,3.8,4
COc1ccc(NS(=O)(=O)c2cc(C(=O)Nc3ccccc3C(=O)O)ccc2C)cc1,-0.6,3,-14,9,-0.2,-4,2.4,-3,-3,-0.7,-18
CNC(=S)NNC(=O)c1cccs1,-1.7,9,9,36,-3.1,4,2.4,-5,0,-1.6,-13
Cc1csc2c(N3CCN(C(=S)Nc4ccc(F)cc4F)CC3)ncnc12,0.3,-1,8,13,-1.5,-14,3.3,2,-11,1.2,-3
CCN(Cc1ccncc1)Cc1nc(-c2ccc(C(=O)OC)cc2)no1,-1.5,9,21,17,0.8,-2,1.4,8,-12,-1.5,-6
O=C1C=C(c2ccc3c(c2)OCCO3)C[C@@H](c2ccc(F)cc2)C1,-1.6,9,6,-13,0.8,-4,2.0,2,-4,4.5,-17
CC(CCc1ccco1)NC(=O)Cn1ncc2c(=O)oc3ccccc3c21 (stereo unspecified),0.2,-1,3,-2,-2.3,-17,99*,0,-7,3.5,1
O=C(CCN1C(=O)C2CC=CCC2C1=O)OCC(=O)c1ccc(F)cc1 (stereo unspecified),-0.1,0,1,-17,-1.1,-6,5.2,3,-5,-1.3,10
O=C1CC(N(CCc2ccccc2)C(=S)Nc2ccccc2)C(=O)N1c1ccc(F)cc1 (stereo unspecified),-0.7,4,6,700*,1.0,-2,-2.5,-5,-6,0.9,-6
CC(C)=C1C2CC2C2C(C(=O)O)C12 (stereo unspecified),-3.6,15,0,-21,1.7,-1,1.3,1,-3,2.9,3
Cc1nn(Cc2ccc([N+](=O)[O-])cc2)c(=O)n1-c1cccc(Cl)c1,0.3,-2,-5,-10,0.3,-5,0.5,17,-7,1.6,-6
COc1ccc(NC(=S)NC2CC3CCC2C3)c(OC)c1 (stereo unspecified),-3.1,14,-7,47,-2.7,5,0.5,24,1,0.1,-2
COc1ccccc1C(C)NC(=O)c1ccc(C)o1 (stereo unspecified),-1.2,5,11,4,-1.9,0,-0.9,-2,-1,3.1,17
Cn1c(SCc2ccccc2Cl)nc2c1c(=O)[nH]c(=O)n2C,-1.5,7,-27,84,-0.4,-3,0.3,-3,6,0.7,-5
C[C@H](O)[C@@H]1C(=O)N2CCc3ccc(N4CCN(C)CC4)cc3[C@@H]2C[C@@H]1N(C)C(=O)Nc1cc(Cl)cc(Cl)c1,/,/,-5,/,/,2,1.6,0,1,/,/
N/N=C(\Cc1cscn1)c1ccc(O)cc1O,1.6,-8,19,16,-2.1,1,2.3,9,2,-0.3,-2
CCN1CCN(c2ccc(Nc3ccnc4ccccc34)cc2)CC1,2.0,-8,2,4,1.2,-12,-0.6,-5,-3,1.7,-36
O=P(COCCOCCOCP(=O)(c1ccccc1)c1ccccc1)(c1ccccc1)c1ccccc1,-2.9,14,8,162,-0.7,-5,2.7,-1,4,3.4,5
Cc1cc(C)n2nc(C(=O)OCC(=O)c3ccccc3Cl)nc2n1,-4.1,18,3,0,2.5,-4,0.9,1,6,-0.2,28
O=C(Nc1cccnc1)c1cnn2cccnc12,-3.2,18,4,18,-1.6,2,3.1,-10,1,2.1,20
O=C(c1ccc2c(c1)OCCO2)N1CCN(S(=O)(=O)c2c(F)cccc2F)CC1,-3.7,21,/,-21,0.2,-1,0.8,-12,2,3.5,20
O=C(Nc1ccccc1Cl)Nc1ccnn1C1CCN(C(=O)CCN2CCCO2)CC1,-2.9,15,10,36,-0.9,0,2.3,6,-6,2.3,1
Cc1cn(CC2COC(C)(C)O2)c(=O)[nH]c1=O (stereo unspecified),-0.8,5,-29,-9,0.7,3,2.7,-3,-4,-1.2,-22
Cc1ccc(S(=O)(=O)N/N=C/c2c[nH]c3ccccc23)cc1,1.0,-5,-17,10,1.4,-13,0.7,6,-15,2.9,4
CN(C)C(=O)CSc1ccc(S(=O)(=O)N2CCOCC2)cn1,-1.0,4,/,-3,-0.3,-8,2.1,-4,8,1.9,3
COc1ccc(CNCc2cccc3ccccc23)cc1,3.3,-16,21,20,/,-8,-0.7,14,9,/,-12
Cc1ccc(O)c(N=Cc2cccs2)c1,2.7,-14,-6,-16,-2.0,-7,2.5,-8,-12,3.0,-5
CCOc1ccc(CCNC(=O)CS(=O)Cc2nc(-c3ccc(OC)cc3)oc2C)cc1OCC (stereo unspecified),0.5,-3,1,36,-2.1,-8,1.8,5,-10,1.1,-2
COc1ccc(NC(=O)CSc2ccc3nnc(CCNC(=O)c4ccccc4)n3n2)cc1,-2.5,13,-2,-11,-0.8,13,1.2,-9,6,1.1,5
CC(/C=N/NC(=O)C(O)c1ccccc1)=C\c1ccccc1 (stereo unspecified),0.0,0,-12,2,-1.2,-1,2.5,-2,-8,-0.7,-10
COCCNC(=S)N1CCC(NC(=O)C23CC4CC(CC(C4)C2)C3)CC1,-2.5,13,21,16,1.1,-3,-0.4,-1,-2,-1.2,-11
CCNC(=O)COC(=O)CNC(=O)c1cc(Cl)cc([N+](=O)[O-])c1,-1.9,10,-11,9,0.2,-1,3.6,-5,-6,1.4,-3
COc1ccc(-c2cc(C(=O)Nc3ccc(S(=O)(=O)Nc4onc(C)c4C)cc3)c3ccccc3n2)cc1,-0.6,3,6,8,-0.8,1,1.1,-11,11,0.1,-3
CC(C)(C)c1csc(CS(=O)(=O)c2ccccn2)n1,-1.9,10,-9,-5,-2.9,4,-3.4,19,-4,0.4,-7
Cc1ccc(S(=O)(=O)N2CCC(C(=O)NCCN3CCCCCC3)CC2)cc1,-0.3,2,53,3,-0.7,-2,2.3,-6,-7,-1.2,13
O=C(O)CCCCCN1C(=O)/C(=C/c2ccncc2)SC1=S,-1.0,5,31,101,1.8,-7,0.7,-3,-1,1.2,28
CN1CCN(c2nc(-c3cccc([N+](=O)[O-])c3)nc3ccccc23)CC1,-0.3,1,-3,45,0.0,0,-0.8,3,-13,0.6,14
COc1cc(NC(=O)CSCc2cnn(-c3ccccc3)c2-n2cccc2)cc(OC)c1,2.6,-15,-4,9,1.5,-13,2.8,11,-10,5.3,-19
Cc1cc(=O)oc2cc(OCC(=O)NC3(C#N)CCCCC3)c(Cl)cc12,0.0,0,4,/,/,8,4.6,1,3,/,5
CCOC(=O)C1=CN(Cc2ccco2)S(=O)(=O)N(CC)C1c1cccc(OC)c1 (stereo unspecified),-2.2,11,0,/,2.1,-3,3.4,-14,-5,0.4,-3
O=c1[nH]nc(Cc2ccc(Cl)cc2Cl)c2ccccc12,3.0,-18,4,-24,1.2,3,3.3,-2,1,3.8,-5
CC(=O)c1ccc(S(=O)(=O)N2CCn3cccc3C2C)cc1 (stereo unspecified),-2.3,8,8,-6,-0.9,-5,4.7,-9,-17,0.8,-3
COc1ccc(/C(C)=N/NC(=O)CNC(=O)c2cccnc2)c(OC)c1,-1.9,9,-11,-15,-0.8,4,-0.1,-4,-3,-0.3,-13
O=C1c2ccccc2C(=O)C1C(=O)C1CC1,1.4,-7,-4,/,/,-3,2.9,-3,-3,/,-1
Cc1ccc(N2CC(C(=O)NCCC3=CCCCC3)CC2=O)cc1 (stereo unspecified),-2.2,15,-27,234,-0.6,5,0.1,4,-3,0.7,-15
CCOC(=O)[C@H]1[C@H]2COc3ccc(Br)cc3[C@@H]2N2C(=O)c3ccc(F)cc3NC(=O)[C@@]12C,1.9,-11,-74,7,-1.0,10,2.3,-6,-7,6.3,-10
N#CCCN(CCC#N)C(=O)c1ccc(Cl)cc1,-1.1,6,7,4,2.7,-5,1.2,-7,4,2.0,11

# Screens deposited in PubChem BioAssay by several laboratories.
